Screens: PubChem BioAssay, several laboratories
bCat KO growth: beta-catenin-lacking colon tumor cell growth suppression; viability, % at 10 µM; HCT116 beta-catenin knockout viability, CellTiter-Glo, 60 h; stronger effect = lower value; hit rate 1.5% among 140,000; AID 818;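 active = viability at or under a set limit, the compound median less 4 SD, cut at about 6% in these data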;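 also: 0% = Hyamine 1622 control at 20 µM and 100% = untreated cell control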
MRP-1 activ: activates MRP-1 | H69AR cells + doxorubicin, viability rescue, CellTiter-Glo | viability increase, % at 10 µM | hit rate 0.61% among 140,000 | AID 799;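 active = viability gain under doxorubicin at or above a set limit, the compound median plus 3 SD, cut at about 4.7% in these data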;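 also: MRP-1 overexpressing cells given doxorubicin 25 µM after compound pretreatment; 18-22 h compound pretreatment then 72 h with doxorubicin before readout; 0% = doxorubicin-only wells and 100% = vehicle-treated cells without doxorubicin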
Yeast life ext: yeast lifespan extension. inhibition of the nicotinamide effect, % at 10 µM. hit rate 0.68% among 130,000. S. cerevisiae growth with nicotinamide, OD615; deaD strain in restrictive glucose medium. AID 775;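 active = inhibition above a set limit, placed 3 SD over the median of all compounds, cut at about 26% in these data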;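 also: 0% = nicotinamide-treated wells and 100% = cells grown without nicotinamide; some compounds called inactive have numbers as strong as hits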
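Buffer or medium: CSMM-D glucose medium, restrictive; test system: modified budding yeast, DeaD strain; compound: single dose 10 µM compound, 0.25% DMSO; schedule: culture preincubation 4 h, compound exposure 48 h, both 30 °C; detection: optical density (absorbance) at 615 nm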
E-sel TNF inh: TNF alpha driven E-selectin expression inhibition | HUVEC TNFa-induced E-selectin immunofluorescence, high content | inhibition, % at 2 µM | hit rate 0.71% among 120,000 | AID 1246;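 active = inhibition above the batch mean plus 3 SD, and confirmed as a hit on visual image review, cut at about 43% in these data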;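 also: 0% = TNF-stimulated DMSO wells and 100% = unstimulated control wells; not every result past the cut was called active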
HCT116 PTEN-null: growth suppressors of cells with PTEN tumor suppressor deletion; hit rate 1.2% among 140,000; viability, % at 10 µM; HCT116 PTEN-null viability, CellTiter-Glo, 60 h; stronger effect = lower value; AID 827;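 active = viability at or below a set limit, 4 SD under the median of all tested compounds, cut at about 3.7% in these data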;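 also: PTEN knockout HCT116 line with beta catenin targeted HCT116 as companion control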
Phagocyt inh: blocks phagocytosis by macrophages. J774A.1 macrophage IgG-bead phagocytosis, imaging. inhibition, % at 5 µM. hit rate 0.07% among 110,000. AID 1029;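 active = inhibition above the mean of the plate negative controls plus 5 SD, cut at about 13% in these data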;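 also: phagocytic index as fraction of beads internalized from green versus red external bead signal; plate controls were DMSO negative control for no effect and cytochalasin-D positive control for full effect; some results beyond the cut were filed as inactive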
NPY Y2 blocker: NPY-Y2 (human) receptor antagonism | NPY-Y2 expressing cells, antagonist mode | P49146 | hit rate 0.99% among 140,000 | inhibition, % at 2.7 µM; in the data active = inhibition above about 17%;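 also: 0% = vehicle with agonist challenge and 100% = reference antagonist with challenge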
Target sequence (P49146 whole entry, looked up): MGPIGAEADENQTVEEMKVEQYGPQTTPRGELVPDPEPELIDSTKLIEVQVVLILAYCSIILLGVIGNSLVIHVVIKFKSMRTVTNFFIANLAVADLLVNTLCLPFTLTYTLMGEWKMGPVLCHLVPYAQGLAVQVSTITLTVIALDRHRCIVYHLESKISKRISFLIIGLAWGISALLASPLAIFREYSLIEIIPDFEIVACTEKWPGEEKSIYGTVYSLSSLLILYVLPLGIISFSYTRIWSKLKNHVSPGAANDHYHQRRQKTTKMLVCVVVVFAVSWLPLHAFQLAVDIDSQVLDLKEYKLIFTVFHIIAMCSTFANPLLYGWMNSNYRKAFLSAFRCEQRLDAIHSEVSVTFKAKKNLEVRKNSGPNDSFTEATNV
Measles CPE: protection of cells from measles virus; AID 841; hit rate 1.5% among 140,000; protection (pct of control), % at 4 µM; Measles virus-infected cells, CPE protection, absorbance; in the data active = protection mostly above about 24%, no sharp cut-off; inactive = mostly below about 26%; also: some compounds called inactive have numbers as strong as hits
GALR2 blocker: antagonists of human galanin receptor 2 (GALR2); hit rate 0.39% among 140,000; GALR2-expressing cells, antagonist mode; O43603; inhibition, % at 4 µM; AID 828; in the data active = inhibition above about 27%;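 also: cells stimulated with galanin 1-16 at roughly its EC80; 0% = agonist challenge control and 100% = basal control without agonist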
Target sequence (O43603 whole entry, looked up): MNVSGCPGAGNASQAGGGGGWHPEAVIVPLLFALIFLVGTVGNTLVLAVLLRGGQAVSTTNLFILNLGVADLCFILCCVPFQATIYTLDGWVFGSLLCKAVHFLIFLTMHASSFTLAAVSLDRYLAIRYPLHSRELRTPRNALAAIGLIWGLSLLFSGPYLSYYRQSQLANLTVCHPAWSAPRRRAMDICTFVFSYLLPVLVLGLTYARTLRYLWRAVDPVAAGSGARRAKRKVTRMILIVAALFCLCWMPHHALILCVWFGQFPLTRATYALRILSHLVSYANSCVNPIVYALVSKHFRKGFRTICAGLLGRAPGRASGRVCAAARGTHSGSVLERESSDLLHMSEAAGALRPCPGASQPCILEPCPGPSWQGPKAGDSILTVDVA
Yeast growth inh: yeast BB579 growth reduction in restrictive medium | inhibition, % at 10 µM | S. cerevisiae BB579 growth, OD615, 48 h | hit rate 0.51% among 140,000 | AID 804;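 active = inhibition above a set limit, 3 SD over the mean compound inhibition, cut at about 44% in these data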; also: inactives centre near -24
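Detection: OD615 turbidity measurement; Material: Saccharomyces cerevisiae DeaD strain BB579, replicative lifespan model yeast; Timing: 48 h exposure, 30 °C; Doses: single 10 µM dose; Medium: CSMM-D restrictive synthetic medium containing dextrose (glucose); Controls: amphotericin B at 10 µg/mL as positive control.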
Active calls of the source: *; nt = no result given.

Preview (2 entries):
SMILES | bCat KO growth | MRP-1 activ | Yeast life ext | E-sel TNF inh | HCT116 PTEN-null | Phagocyt inh | NPY Y2 blocker | Measles CPE | GALR2 blocker | Yeast growth inh
COc1ccc(Cn2c(C)c(C)c(C#N)c2NC(=O)Nc2ccccc2)cc1 | 98 | -1.0 | -12 | -51 | 89 | 1 | 1 | 3 | 2 | -44
CC(=O)c1cnn(-c2cc(Oc3ccccc3C)ncn2)c1C | 108 | 0.4 | -14 | -7 | 91 | 0 | 5 | 15 | 9 | -38

The whole of this part (from the top)
SMILES | bCat KO growth | MRP-1 activ | Yeast life ext | E-sel TNF inh | HCT116 PTEN-null | Phagocyt inh | NPY Y2 blocker | Measles CPE | GALR2 blocker | Yeast growth inh
COc1ccc(Cn2c(C)c(C)c(C#N)c2NC(=O)Nc2ccccc2)cc1 | 98 | -1.0 | -12 | -51 | 89 | 1 | 1 | 3 | 2 | -44
CC(=O)c1cnn(-c2cc(Oc3ccccc3C)ncn2)c1C | 108 | 0.4 | -14 | -7 | 91 | 0 | 5 | 15 | 9 | -38
Cc1oc(-c2ccccc2F)nc1CS(=O)(=O)CC(=O)N1CCN(Cc2ccccc2)CC1 | 40 | -3.5 | -5 | -28 | 49 | 0 | 4 | 12 | -6 | -24
CC1CC(C)(C)NC(=S)N1CCCC(=O)N1CCN(c2ccccc2F)CC1 (configuration not stated) | 91 | -0.5 | 0 | -5 | 100 | -5 | 2 | 22 | 2 | 4
COC(=O)c1sc2ccccc2c1-n1cccc1C(=O)C(=O)Nc1ccc(OC)cc1 | 86 | -3.3 | 11 | -4 | 69 | nt | 1 | 7 | -1 | -50
CCOC(=O)c1c(C)[nH]c(C(=O)OCC(=O)NC2CCS(=O)(=O)C2)c1C (configuration not stated) | 103 | -2.6 | -16 | nt | 99 | nt | 0 | 18 | 10 | 26
COc1ccc(-c2nnc(SCc3cccc(C#N)c3)o2)cc1 | 90 | 1.4 | -6 | 7 | 88 | 2 | 6 | 8 | 2 | -9
O=C(ON=C1CCN(S(=O)(=O)c2ccccc2)CC1)c1ccc(Cl)cc1 | 98 | -0.9 | 14 | -1 | 95 | nt | 3 | 11 | -5 | -50
Cc1ccc(S(=O)(=O)N/N=C/c2cccc3c2OCCO3)cc1 | 101 | -0.3 | 0 | nt | 87 | -2 | 5 | 16 | 0 | -32
CCNC(=S)N1CCN(c2ccc([N+](=O)[O-])cc2)CC1 | 108 | -1.4 | -15 | -39 | 96 | nt | 2 | 8 | -6 | 15
CCN1/C(=C2\SC(=S)N(Cc3ccccc3)C2=O)Sc2ccccc21 | 88 | -1.5 | -3 | -25 | 91 | -5 | 2 | 12 | 2 | -36
CCOC(=O)c1[nH]c(C)c(CN(CCc2ccccc2)C(=O)CCC(=O)O)c1C | 88 | -1.9 | -22 | 1 | 84 | nt | 3 | 0 | -4 | -55
O=C(NCc1ccc2c(c1)OCO2)c1cc2ncc(Br)cn2n1 | 85 | -1.1 | -11 | 6 | 101 | 10 | 11 | 18 | -6 | -11
CCOc1ccc(C(=O)NC(=S)Nc2ccccc2OC)cc1[N+](=O)[O-] | 89 | -0.8 | 4 | nt | 105 | 0 | 11 | 13 | -3 | -22
CCN(CC)C(=O)C1CCCN(Cc2ccccc2C(F)(F)F)C1 (configuration not stated) | 80 | -1.0 | -10 | -3 | 87 | -1 | 10 | 10 | -1 | -16
COc1ccc(Nc2nc(N3CCCC3)nc3ccccc23)c(OC)c1 | 1.4* | -3.0 | -7 | -16 | 1.4* | -1 | 21* | 12 | 1 | 2
COc1ccc(NC(=O)CCCN2C(=O)/C(=C\c3ccco3)SC2=S)cc1 | 52 | -4.8 | 5 | nt | 35 | -7 | 0 | 10 | 7 | -22
Cc1cccc(C(=O)Nc2ccc(O)cc2)c1 | 113 | -3.2 | -22 | -13 | 96 | nt | 0 | 46 | 5 | -7
CCN(CC)S(=O)(=O)c1ccc(C(=O)NCC(c2cccs2)N2CCOCC2)cc1 (configuration not stated) | 93 | -1.9 | -5 | -21 | 94 | nt | 3 | 7 | 0 | 11
Cc1nn(CCC(=O)NNC(=S)Nc2ccc(F)cc2)c(C)c1[N+](=O)[O-] | 99 | -2.1 | nt | -18 | 90 | nt | -1 | 21 | -3 | 15
Cc1ccc(-c2cc(C(=O)N/N=C\c3cnn(C)c3C)c3ccccc3n2)cc1C | 91 | -5.2 | -3 | -6 | 79 | 0 | -3 | 3 | 1 | -13
CCOC(=O)C1=NN(c2ccccc2C)C2=NC(C)=C(C(=O)OC)C(c3cccc(OC)c3)N12 (configuration not stated) | 93 | -3.4 | 9 | nt | 94 | -1 | 15 | 9 | -13 | -27
CC1(C)C(=O)OC(c2ccccc2)C2(CCCC2)C1=O (configuration not stated) | 106 | 0.1 | 0 | 16 | 109 | 2 | 0 | 18 | 2 | -6
O=C(O)C1CC(=O)N(CCOc2ccccc2)C1 (configuration not stated) | 106 | -0.1 | -10 | -25 | 99 | 1 | 0 | 6 | -7 | -34
C=CCn1c(=NC(=O)CC)n(C)c2ccccc21 | 93 | -0.3 | 6 | -2 | 105 | -4 | 4 | 16 | -6 | -33
COC(=O)CN(c1ccc(C(C)C)cc1)S(=O)(=O)c1c(C)[nH]c(=O)[nH]c1=O | 103 | -1.2 | 2 | -18 | 104 | -1 | 2 | 12 | 7 | 6
CCCOC(=O)c1ccc(Oc2coc3c(CN(CC)CC)c(O)ccc3c2=O)cc1 | 85 | -4.1 | 2 | -10 | 91 | -2 | 2 | 7 | 1 | -48
CCCn1c(SCC(=O)Nc2nnc(C(C)C)s2)nc2c1c(=O)n(C)c(=O)n2C | 65 | -3.2 | -15 | nt | 64 | -1 | 2 | 5 | 0 | -35
CC1(C)C2CCC1(CS(=O)(=O)NCc1ccc(C(=O)O)cc1)C(=O)C2 (configuration not stated) | 99 | -1.9 | -5 | -5 | 101 | -1 | 2 | 5 | 1 | -31
CCNC(=O)NC1(C(=O)Nc2ccc3c(c2)OCCO3)CCCCC1 | 83 | -2.0 | -16 | -14 | 86 | nt | 0 | 6 | 3 | 15
CCOC(=O)c1ccccc1-n1c(C)cc(C2N=C(N)Nc3nc4ccccc4n32)c1C (configuration not stated) | 97 | 0.1 | 0 | 19 | 94 | 0 | 5 | 14 | -8 | -11
CSc1ncccc1C(=O)OCc1ccc(COC(=O)c2cccnc2SC)cc1 | 109 | -1.0 | -4 | nt | 116 | 1 | 3 | 1 | 10 | -25
CNc1ccc(Br)cc(C(=O)/C=C/c2ccc3c(c2)OCO3)c1=O | 8 | -6.2 | 3 | nt | 12 | nt | 2 | 54* | 7 | -38
O=C(NCc1cccs1)c1cc(-c2ccccc2)on1 | 105 | -0.8 | -13 | 13 | 91 | -4 | 0 | 31 | -1 | -31
COc1ccc(NC(=S)N2CCOCC2)c(OC)c1 | 104 | -2.2 | -1 | -26 | 106 | -7 | 2 | 8 | 15 | -13
Cc1ccc(NC(=O)c2cccs2)cc1 | 91 | 2.2 | -7 | 14 | 88 | -2 | 3 | 2 | 5 | -15
COC(=O)c1ccccc1NC1OC(=O)c2ccccc21 (configuration not stated) | 103 | -0.8 | -5 | 52 | 102 | -1 | 2 | 5 | 5 | -14
S=C(NCc1ccccn1)Nc1ccc(Cl)cc1Cl | 100 | -0.2 | -13 | nt | 108 | nt | 1 | 5 | 0 | -56
CCn1cc(C2C(C(=O)Nc3ccc(Br)cn3)=C(C)NC3=C2C(=O)CCC3)c(C)n1 (configuration not stated) | 99 | -2.4 | 4 | 5 | 91 | -2 | 1 | 5 | 4 | -24
Fc1ccc(C2CC(c3ccco3)n3ncnc3N2)cc1 (configuration not stated) | 99 | -1.4 | -4 | nt | 104 | nt | 2 | 19 | 8 | -13
COc1ccc(CNc2nc(S(=O)(=O)c3ccccc3)c(Cl)s2)cc1OC | 19 | -1.5 | -4 | nt | 23 | -8 | 4 | 20 | -9 | 11
CCN1CCN(c2nc(-c3ccccc3)nc3ccccc23)CC1 | 74 | -0.5 | 2 | nt | 81 | 2 | 5 | 12 | -2 | -17
COc1ccc(CNc2nc3nc4c(c(=O)n3[nH]2)CCC4)cc1 | 89 | -1.0 | -12 | -3 | 88 | 3 | 2 | 3 | 2 | -23
CCCCn1c(=O)c(CC(C)=O)nc2ccccc21 | 92 | -1.0 | -3 | 1 | 92 | -2 | 4 | 4 | 0 | -1
COc1ccc(CNC(=O)C2CCN(C(=O)[C@@H](CC(C)C)NC(=O)OC(C)(C)C)CC2)cc1 | 89 | -0.6 | 1 | 21 | 94 | 1 | 0 | 19 | 1 | -19
CCSc1nnc(NC(=O)C2CCCCC2)s1 | 91 | -1.8 | 6 | -16 | 90 | -2 | 1 | 4 | -15 | -63
CN(C)c1ccc(C=Nc2ccc(N(C)C)cc2)cc1 | 26 | -1.1 | nt | -5 | 60 | nt | 4 | 19 | 1 | -7
COc1ccc(NC(=O)Cn2c(=O)sc3ccccc32)c(OC)c1 | 80 | -3.5 | -6 | nt | 76 | 1 | 1 | 12 | 1 | -3
COc1ccccc1NS(=O)(=O)c1cc(NC(=O)c2cccs2)ccc1N1CCCC1 | 77 | 0.1 | 1 | nt | 80 | nt | 0 | 5 | 21 | -37
CC(=O)Cc1ccccc1OC(=O)c1ccco1 | 71 | -1.4 | -12 | nt | 84 | -1 | -1 | 4 | 7 | -39
C=CCOc1c(OC)cc(/C=N/Nc2cccc(C(=O)O)c2)c(Br)c1Br | 18 | -0.7 | 5 | nt | 10 | -5 | 5 | 29 | -4 | -26
COc1ccccc1/C=C/C=N/n1c(-c2cc(C)[nH]n2)n[nH]c1=S | 89 | -3.9 | -5 | 2 | 81 | -7 | 3 | 57* | -5 | -17
CC(=O)c1cnc(N(C)C)s1 | 92 | -1.3 | nt | -8 | 91 | nt | 1 | 7 | -5 | -6
CC(=O)N1CCN(c2ccccc2NC(=O)COc2ccc(Br)cc2)CC1 | 86 | -4.8 | -23 | -17 | 89 | nt | 6 | 1 | -8 | -16
CC(C)(C)NC(=O)CSc1nncn1-c1ccccc1 | 90 | -2.5 | -7 | 13 | 99 | -2 | 0 | 12 | -2 | -24
Cc1cnc(NC(=O)CSc2ccc(Cl)cc2)s1 | 80 | -0.7 | -30 | -2 | 74 | nt | 5 | 6 | 5 | -28
CC1C/C(=C/c2cccs2)C(=O)/C(=C/c2cccs2)C1 (configuration not stated) | 76 | -3.0 | -2 | -5 | 76 | -5 | 1 | 26 | 9 | -23
Cc1ccccc1Nc1nc(N)nc(CN(C)Cc2ccccc2Cl)n1 | 77 | -3.4 | 1 | nt | 71 | -7 | 6 | 12 | -22 | -36
Cc1cc(OCC(=O)Nc2ccncc2)cc(C)c1Br | 78 | 1.7 | -17 | 6 | 76 | 0 | 3 | 6 | -11 | -18
COc1ccc(C2C3CCCCC3(O)CCN2C(=O)c2cccs2)cc1 (configuration not stated) | 96 | -1.5 | 0 | 7 | 100 | -10 | 3 | 12 | -2 | 6
